# Assay outcomes: PubChem BioAssay, National Center for Advancing Translational Sciences (NCATS)
# Mm-Cpn inhibitor: M. maripaludis TRiC chaperonin inhibition; 330,000 tested, 0.031% active; AID 504842; purified Mm-Cpn ATPase, ADP Transcreener TR-FRET; Potency, µM (highest dose often 76.9 µM), for inactives: at the top dose activity, negative = inhibition, most hits filed as inhibitors; also: potency is read from the fitted curve at half-maximal effect; % is scaled to controls: 0 for no effect and ±100 for the full control effect; nearly all actives have a fitted effect of over 80% in size
#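 Measured: ADP formation by purified Mm-CPN. Conditions: 25 nM protein, 10 uM ATP, Tris pH 7.4 with Mg2+, K+ and DTT, 37°C for 30 min. Detection: Transcreener HTRF after 30 min at room temperature.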
# PTHR1 ag: activates the human parathyroid hormone receptor PTHR1 | Potency, µM (doses to about 115 µM), inactives show at the highest dose activation, usual class: activators | AID 743266 | HEK293 GP2 PTHR1 cells, GloSensor cAMP luminescence, 1 h | 410,000 tested, 0.075% active; also: potency is read from the fitted curve at half-maximal effect; nearly all actives have a fitted effect of over 55% in size; some results filed as inactive show a strong effect at the top dose; inactives centre near -15; many of its hits are not listed in these tables
# Target sequence (Q03431 whole entry, looked up): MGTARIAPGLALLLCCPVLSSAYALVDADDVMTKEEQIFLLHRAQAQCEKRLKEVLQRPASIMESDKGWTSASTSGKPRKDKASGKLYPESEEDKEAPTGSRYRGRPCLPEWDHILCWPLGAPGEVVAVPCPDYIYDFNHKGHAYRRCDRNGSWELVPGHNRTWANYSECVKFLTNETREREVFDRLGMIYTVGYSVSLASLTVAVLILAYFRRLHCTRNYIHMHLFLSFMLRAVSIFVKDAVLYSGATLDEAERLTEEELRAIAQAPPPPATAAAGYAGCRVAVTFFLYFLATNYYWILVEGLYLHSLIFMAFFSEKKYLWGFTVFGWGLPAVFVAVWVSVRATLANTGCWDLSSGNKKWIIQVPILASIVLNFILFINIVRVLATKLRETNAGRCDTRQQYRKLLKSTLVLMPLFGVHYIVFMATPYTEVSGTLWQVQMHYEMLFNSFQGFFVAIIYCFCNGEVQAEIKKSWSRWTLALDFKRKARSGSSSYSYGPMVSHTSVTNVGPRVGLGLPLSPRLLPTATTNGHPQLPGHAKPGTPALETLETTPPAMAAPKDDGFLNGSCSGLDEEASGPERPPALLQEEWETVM
#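 HEK-293-derived GP2 cells expressing PTHR1 and a GloSensor cAMP reporter, 3,000/well, plated overnight, given luciferin plus IBMX (each 0.5 mM as added) for 1 h at 37 °C, then compound for 1 h at 37 °C. Luminescence was read after 15 min at room temperature.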
# HEK293 tox: cytotoxic in the GLP-1 receptor inverse agonist counter-screen; HEK293 cAMP-luciferase reporter cells, luminescence, 24 h; Potency, µM (highest dose often 38.3 µM), for inactives: at the highest dose activity change, negative = inhibition, hits mostly inhibitors; 410,000 tested, 0.13% active;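 also: loss of luciferase light is scored as toxicity; potency is read from the fitted curve at half-maximal effect; % is scaled to controls: 0 for no effect and ±100 for the full control effect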
#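 A 23 nL compound transfer followed 12 hours of cell culture at 37 deg C; exposure then lasted 24 hr. Luciferase assay detection reagent was dispensed and plates read for luminescence after a 12 min room-temperature wait.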
# FUS suppressor: rescues growth of FUS-expressing yeast. Potency, µM (doses to about 76.6 µM), for inactives: at the highest dose growth rescue (activation), most hits filed as activators. 390,000 tested, 0.24% active. AID 1347120. S. cerevisiae FUS-expressing, growth rescue, OD600, 24 h;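 also: potency is read from the fitted curve at half-maximal effect; plate controls were DMSO vehicle for no effect and reference control for full effect; nearly all actives have a fitted effect of over 55% in size; some results filed as inactive show a strong effect at the top dose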
#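 Read-out: OD at 600 nm after 24hr at 30C, reporting rescue of FUS-induced yeast toxicity. Cells at OD 0.005 in galactose (2%) minimal medium; compounds tested in a dilution series; CP55940 titration from 92uM final as control.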
# GLP1R inv ag: inverse agonists of human GLP-1 receptor | P43220 | HEK293 GLP-1R CRE-luciferase, luminescence, 24 h; GLP-1R form is constitutively active | Potency, µM (top dose mostly 38.3 µM), for inactives: top-dose activity change, negative = inhibition, usual class: inhibitors | 410,000 tested, 1.6% active | AID 624417; also: potency is read from the fitted curve at half-maximal effect; % is scaled to controls: 0 for no effect and ±100 for the full control effect; nearly all actives have a fitted effect of over 55% in size
# Target sequence (P43220 whole entry, looked up): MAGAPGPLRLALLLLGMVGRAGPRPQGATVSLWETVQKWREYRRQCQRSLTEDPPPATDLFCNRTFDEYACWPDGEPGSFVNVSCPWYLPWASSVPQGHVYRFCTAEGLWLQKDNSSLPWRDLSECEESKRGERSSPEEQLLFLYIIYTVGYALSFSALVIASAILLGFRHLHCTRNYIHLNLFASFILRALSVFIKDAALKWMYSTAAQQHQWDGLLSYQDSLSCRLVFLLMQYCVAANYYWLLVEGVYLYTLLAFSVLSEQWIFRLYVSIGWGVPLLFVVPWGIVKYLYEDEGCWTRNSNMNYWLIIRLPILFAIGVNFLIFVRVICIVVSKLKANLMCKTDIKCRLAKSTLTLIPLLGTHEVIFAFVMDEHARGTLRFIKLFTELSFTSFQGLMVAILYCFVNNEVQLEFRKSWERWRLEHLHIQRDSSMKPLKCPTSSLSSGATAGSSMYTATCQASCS
#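 Seeding at 200 cells/uL, 12 h culture, 24 hr compound treatment, then luciferase reagent and a luminescence read; cells are HEK293 stably expressing a constitutively active GLP-1R plus cAMP-responsive luciferase.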
# TDP-43 yeast inh: inhibitors of TDP-43 toxicity in yeast; Potency, µM (titrated, usually from 46.1 µM), without a hit: top-dose growth rescue (activation), actives largely listed as activators; AID 652104; TDP-43 expressing yeast growth rescue, BacTiter-Glo, 24 h; 410,000 tested, 1.8% active; also: potency is read from the fitted curve at half-maximal effect; % of control where 0% means no effect; nearly all actives have a fitted effect of over 50% in size
#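 Luminescence from BacTiter-Glo reports growth of TDP-43-expressing yeast after 24 hr at 30 deg C with compound. Cells were raffinose-pregrown to mid-log, then seeded in galactose medium at OD600=0.02.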
# Abeta yeast res: A-beta toxicity reversal in yeast; yeast expressing A-beta42, growth rescue, OD600, 48 h; response scale: 0% DMSO, 100% iron-clioquinol control; Potency, µM (doses to about 46.1 µM), inactives show top-dose growth rescue, actives largely listed as activators; 410,000 tested, 0.063% active; AID 1347071; also: potency is read from the fitted curve at half-maximal effect; nearly all actives have a fitted effect of over 55% in size
#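 Growth rescue measured by 600 nm absorbance after 48 h yeast culture at 30 C with compound. Values normalized between DMSO and an equimolar ferric chloride plus clioquinol control.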
# pAkt inh: Akt phosphorylation inhibition; Neuro2A IGF-stimulated pAkt S473 HTRF, 20 min; stronger effect = lower value; activity change, % for hits at 50 µM; 360,000 tested, 0.32% active; AID 651550; in the data active = activity change below about -80%; inconclusive = mostly about -51% to -80%; also: % is scaled to controls: 0 for no effect and ±100 for the full control effect
#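 Single-point screen (50 µM final compound) in Neuro2A cells stimulated 20 min with 6 nM IGF at 37 deg C. After lysis, Ser473-phosphorylated Akt read by HTRF (ex 330 nm, em 615/665 nm) as the 665/615 ratio.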
# aSyn yeast inh: inhibitors of alpha-synuclein toxicity in yeast; 370,000 tested, 0.14% active; Potency, µM (highest dose often 46.1 µM), without a hit: at the highest dose growth rescue (activation), usual class: activators; AID 652106; Yeast expressing alpha-synuclein, growth rescue, BacTiter-Glo, 24 h; also: potency is read from the fitted curve at half-maximal effect; % of control where 0% means no effect; nearly all actives have a fitted effect of over 65% in size
#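 Rescue of yeast growth: cells expressing toxic alpha-synuclein, induced in galactose at OD600 0.02, incubated with compound 24 h at 30 C. ATP luminescence quantified growth; inhibitors of toxicity appear as activators.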
# * = called active by the depositor; i = inactive; ? = inconclusive; · = not tested or not shown; & = joins results of further samples; [ ] = dose if it differs, or a comment. Unless noted, calls follow the shape of the dose curve; as a rule, active = well fitted curve in the direction sought with a large enough effect; inconclusive = small, poorly fitted or top-dose-only effect, or another doubt; inactive = no such curve, though single readings can be large; an effect the other way counts as inactive or inconclusive. An excerpt (hit frequency here may not be typical).
SMILES,Mm-Cpn inhibitor,PTHR1 ag,HEK293 tox,FUS suppressor,GLP1R inv ag,TDP-43 yeast inh,Abeta yeast res,pAkt inh,aSyn yeast inh
COc1ccccc1N1CCN(C(c2cccs2)C(C)NS(=O)(=O)c2ccccc2)CC1 (stereo not drawn),2%,-12%,0%,4%,?,7%,1%,i,1%
Oc1ccc(C(c2nnnn2CCc2ccccc2)N2CCN(c3nc4ccccc4s3)CC2)cc1 (stereo not drawn),-3%,-24%,-9%,28%,?,-3%,14%,i,0%
CC1CCc2c(sc3nc(CN4CCOCC4)nc(N4CCc5ccccc5C4)c23)C1 (stereo not drawn),-1%,i,-40%,·,?,-15%,-24%,i,14%
CCSc1cc(Cl)nc(N)n1,-1%,-24%,16%,-3%,60%[activator],9%,-1%,i,0%
O=C(C1CCC(CNc2c(N3CCCCC3)c(=O)c2=O)CC1)N1CCc2ccccc2C1 (stereo not drawn),0%,-11%,-26%,10%,-4%,-13%,-11%,i,-4%
NC(=O)c1cc(C(=O)c2ccc(Cl)cc2Cl)c[nH]1,-9%,-2%,5%,9%,-16%,-24%,-12%,i,8%
COc1cc(/C=N/NC(=O)CN2CCCCC2)ccc1OCc1ccc(Br)cc1,-2%,-6%,-3%,-15%,4%,?,-7%,i,8%
Cc1ccc(NC(=O)c2ccc(Cl)c(N3C(=O)CCC3=O)c2)cc1,0%,-2%,1%,22%,3%,16%,18%,i,3%
Cc1cc(=O)oc(C)c1C(=O)NCc1ccc(F)cc1,-1%,i,0%,2%,0%,-3%,10%,i,3%
COC(=O)C1=C(C(=O)c2ccccc2)C(c2ccc(O)c(OC)c2)n2nnnc2N1 (stereo not drawn),0%,i,-27%,22%,-12%,-8%,-1%,i,0%
CCOc1cc(CNC(=O)CCCn2c(=O)c3cccn3c3cccnc32)cc(OCC)c1OCC,-3%,i,?,42%&30%,73%&8%[activator],8%&12%,4%&-8%,i,3%
O=C(Nc1cccc(Cl)c1)OCCOc1ccccc1,2%,-29%,0%,-6%,?,26%,?,i,3%
COc1ccc(Nc2nn3c(=O)c4cc5c(cc4nc3s2)OCO5)c(OC)c1,·,-88%[inhibitor],3%,22%,3%,3%,-24%,·,·
CCOC(=O)N1CCC(N2C(=O)c3ccccc3C2Nc2ccc3c(C)cc(=O)oc3c2)CC1 (stereo not drawn),-11%,-49%[inhibitor],-17%,?,28%,13%,5%,i,-8%
Cn1nnnc1SCC(=O)NC1CCCC1,3%,-4%,0%,4%,-13%,-9%,2%,i,-1%
CN(C)CCNC(=O)C1CCN(S(=O)(=O)c2ccc3ccccc3c2)CC1,2%,i,-1%,16%,?,-3%,1%,i,-10%
O=C(NCCc1ccccn1)c1cccc(S(=O)(=O)N2CCCCCC2)c1,·,-27%[57.5 µM],4%,-1%,1%,8%,15%,i,3%
NC(=O)c1cc2ccccc2o/c1=N/NC(=O)c1ccccc1,-1%,i,?,-24%,51%[activator],10%,-10%,i,9%
CC(=O)c1ccc(N2CCN(CC(O)COCc3ccco3)CC2)cc1 (stereo not drawn),-3%,i,3%,4%,13%,-9%,-10%,i,-15%
COc1ccc(Cl)c(Cn2c(NCCN)nc3c2c(=O)n(C)c(=O)n3C)c1,·,-32%,-11%,13%,0%,19%,7%,·,·
COc1ccc2ccc(=O)oc2c1CC(O)C(C)(C)O (stereo not drawn),-1%,i,0%,-26%,12%,6%,-4%,i,1%
OC[C@H](O)[C@H](O)[C@@H](O)[C@@H](O)[C@@H]1SC(c2ccccc2)=NN1c1ccccc1,-2%,-29%,-25%,7%,18%,9%,-4%,i,7%
COc1ccc(-c2cc(C(F)(F)F)nc(SCC(=O)N(C)Cc3ccccc3)n2)cc1OC,·,-37%[inhibitor],-16%,?,?,?,-11%,·,·
CC(C)(C)n1cnc(C(N)=O)c1N,1%,i,8%,-11%,0%,-8%,-8%,i,-2%
O=C(Nc1ccc(-c2nc3ccccc3o2)c(O)c1)c1cc(-n2cnnc2)ccc1Cl,-27%,-48%[inhibitor],1%,67%,71%[activator],-4%,10%,i,-7%
CCc1cc(=O)oc2cc(C)cc(OCC(=O)NCCc3c[nH]c4ccccc34)c12,1%,-14%,?,0%,-16%,5%,-11%,i,-1%
O=C(c1ccncc1)N1CCN(S(=O)(=O)c2ccc(F)cc2)CC1,1%,-8%,5%,-5%,-14%,-6%,1%,i,12%
O=C(NCCCN1CCN(c2ccccc2F)CC1)c1ccc2nc(N3CCCCC3)sc2c1,·,-15%,-8%,16%,-24%,20%,-6%,·,·
O=C(CSc1ncccn1)N1CCN(C(c2ccccc2)c2ccccc2)CC1,1%,-10%[57.5 µM],-10%,9%,?,3%,2%,i,4%
O=C(O)c1ccc(NCc2cccc(Br)c2)cc1,-2%,i,-11%,-19%,11%,11µM*,4%,i,?
C=CCSC(=S)Nc1c(C)n(C)n(-c2ccccc2)c1=O,-5%,-28%,-26%,-1%,7%,2%,-25%,i,2%
CCN(CC)C(=O)CNC(=O)Cc1ccc(Cl)cc1,0%,-10%,2%,-9%,13%,-8%,4%,i,0%
O=C(NC1CC2CCCC(C1)N2C(=S)Nc1ccccc1Cl)C1CC1 (stereo not drawn),1%,-9%,-6%,9%,1%,25%,-15%,i,-8%
CCCCn1c(SCN2C(=O)c3ccccc3C2=O)nc2cc(S(N)(=O)=O)ccc21,1%,i,-1%,1%,5%,-5%,-11%,i,-2%
O=C(OCCO)c1cc(Cl)c(C(=O)OCCO)cc1Cl,-1%,-1%[57.5 µM],-9%,7%,7%,-14%,10%,i,-7%
Nc1[nH]c(C(=O)c2ccccc2)c(-c2ccc(C(F)(F)F)cc2)c1C(=O)NCc1ccc(Cl)cc1Cl,·,i,-2%,-5%,24%,7%,-19%,i,11%
CC1CCC(NC(=O)CSc2nncs2)CC1 (stereo not drawn),-7%,0%,15%,-6%,19%,0%,-1%,i,6%
CC(NC(=O)CN1CCN(Cc2ccc(Cl)cc2)C1=O)c1ccc2c(c1)OCCO2 (stereo not drawn),-10%,i,-10%,0%,-23%,-2%,-8%,i,-1%
C[C@H](NC(=O)CCCn1nnc2ccccc2c1=O)C(=O)O,1%,i,1%,-19%,46%[activator],-7%,4%,i,0%
CCn1ncc(C2=NOC(C(=O)Nc3cnn(C45CC6CC(CC(C6)C4)C5)c3)C2)c1C (stereo not drawn),-2%,i,-6%,?,?,0%,-39%[inhibitor],·,-2%
CC(=O)Nc1ccc(S(=O)(=O)NNC(=S)NCc2ccco2)cc1,-6%,i,-4%,·,?,0%,-10%,i,1%
O=C(/C=C/c1cccs1)NC1CC1,1%,i,8%,5%,5%,10%,5%,i,2%
O=C(CCCC(=O)N(CC(=O)NC1CCCCC1)c1cccc(F)c1)Nc1ccccn1,1%,-3%,3%,14%,-2%,-8%,-6%,i,0%
COc1cc(C(=O)NCCSc2c(C)[nH]c3ccccc23)cc(OC)c1OC,·,-2%,-11%,7%,11%,23%,2%,·,·
COc1ccc(C)cc1NC(=O)CNC(=O)[C@@H]1Cc2ccccc2CN1,4%,?,16%,7%,0%,0%,-1%,i,-5%
Cc1ccc2nc(-c3ccccc3)c(CN3CCOCC3)n2c1,2%,-8%,-14%,-38%,3%,15%,2%,i,-5%
COc1ccc(S(=O)(=O)N2CCC(C(=O)N[C@@H](C)C(=O)NCc3ccncc3)CC2)cc1,-2%,-24%,1%,-13%,1%,6%,-6%,·,0%
COc1ccc(S(=O)(=O)Nc2c(C)nc3nc(C)[nH]n3c2=O)cc1,2%,-8%&-22%,-8%&11%,-18%&-2%,15%&9%,-17%&21%,-15%&-4%,i,-3%
Cc1nc(C(=O)Nc2ccc(Cl)cc2)sc1C1(C)CC(c2ccccc2)=NO1 (stereo not drawn),-5%,-15%,-18%,-1%,?,4%,-13%,i,1%
Cc1ccc(S(=O)(=O)Nc2ccc(C(=O)N3CCOCC3)cc2)cc1,1%,-5%,-4%,18%,12%,-14%,-12%,i,0%
Cc1cnc(C(=O)OC(C)C(=O)Nc2ccc(Oc3ccccc3)cc2)cn1 (stereo not drawn),-1%,-25%,-27%,6%,-10%,?,-1%,i,9%
COc1ccc(S(=O)(=O)N(C)c2ccc(C(=O)NCc3ccco3)cc2)cc1OC,0%,i,8%,7%,56%[activator],-1%,13%,i,5%
Cc1nn2c(NCC(C)C)c3c(nc2c1-c1ccccc1)CCC3,1%,i,1%,-11%,0%,-13%,4%,i,3%

# Single records (already shown). Screens in order: Mm-Cpn inhibitor | PTHR1 ag | HEK293 tox | FUS suppressor | GLP1R inv ag | TDP-43 yeast inh | Abeta yeast res | pAkt inh | aSyn yeast inh
# NC(=O)c1cc(C(=O)c2ccc(Cl)cc2Cl)c[nH]1 is listed as -9% | -2% | 5% | 9% | -16% | -24% | -12% | i | 8%
# C=CCSC(=S)Nc1c(C)n(C)n(-c2ccccc2)c1=O is listed as -5% | -28% | -26% | -1% | 7% | 2% | -25% | i | 2%
# O=C(c1ccncc1)N1CCN(S(=O)(=O)c2ccc(F)cc2)CC1 is listed as 1% | -8% | 5% | -5% | -14% | -6% | 1% | i | 12%
